Screening results (PubChem)
AddAB inh = less growth of phage-infected E. coli with AddAB; E. coli expressing H. pylori AddAB, absorbance growth; inhibition, % at 11.9 µM; actives 0.29% (n = 330,000); AID 435030; in the data active = inhibition above about 12%;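 note: 0% = vehicle wells of infected cells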
PKA-R1A act = PKA-R1A complex activation; P00514+P68181; PKA-R1A dissociation, Cy5-IP20 fluorescence polarization; scaled: DMSO 0%, 113 µM cGMP 100%; activation, % at 11.4 µM; actives 0.083% (n = 340,000); AID 504707;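 active = percent activation above the mean of all tested compounds plus 3 SD, cut at about 19% in these data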;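 note: higher means more PKAc released from R1A so a rise in polarization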
Tat transport = inhibitors of E. coli Tat protein transport; E. coli MC4100 TorA-mCherry Tat export, fluorescence; inhibition, % at 10 µM; actives 0.036% (n = 340,000); AID 488895;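 active = mean replicate inhibition at least 50% and at least half of replicates individually reaching 50%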;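 note: exported cargo escapes ClpAP degradation while cytoplasmic cargo is degraded and loses fluorescence; 0% = median of neutral control wells and 100% = median of NaSCN control wells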
HTR5A inv ctr = HTR5A inverse agonism, opioid heterodimer counter-screen; P47898; HTR5A cell line, luminescence; inhibition, % at 9.3 µM; actives 0.083% (n = 340,000); AID 504634; in the data active = inhibition mostly above about 23%, no sharp cut-off; inactive = mostly below about 18%;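 note: 0% = cells with DMSO and 100% = no-cell wells with DMSO; some compounds called inactive have numbers as strong as hits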
CDK5 p35 inh = blocks human CDK5/p35 kinase activity | Q00535+Q15078 | actives 0.01% (n = 330,000) | Recombinant CDK5/p35, ADP-Glo luminescence, 60 min | inhibition, % at 10 µM;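 active = highest replicate inhibition of at least 50% and at least 75% of replicates reaching 50%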;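 note: plate controls were DMSO neutral control for no effect and GW8510 at 10 µM for full effect; many of its hits are not listed in these tables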
Target sequence (Q00535 whole entry, looked up): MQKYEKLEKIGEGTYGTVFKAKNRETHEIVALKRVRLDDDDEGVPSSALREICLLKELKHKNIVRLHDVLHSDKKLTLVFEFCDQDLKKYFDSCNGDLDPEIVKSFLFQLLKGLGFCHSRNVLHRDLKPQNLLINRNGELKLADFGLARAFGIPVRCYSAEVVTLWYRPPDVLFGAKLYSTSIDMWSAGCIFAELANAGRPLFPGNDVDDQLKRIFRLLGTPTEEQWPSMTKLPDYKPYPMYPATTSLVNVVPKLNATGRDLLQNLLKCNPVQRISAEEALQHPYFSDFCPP
Target sequence (Q15078 whole entry, looked up): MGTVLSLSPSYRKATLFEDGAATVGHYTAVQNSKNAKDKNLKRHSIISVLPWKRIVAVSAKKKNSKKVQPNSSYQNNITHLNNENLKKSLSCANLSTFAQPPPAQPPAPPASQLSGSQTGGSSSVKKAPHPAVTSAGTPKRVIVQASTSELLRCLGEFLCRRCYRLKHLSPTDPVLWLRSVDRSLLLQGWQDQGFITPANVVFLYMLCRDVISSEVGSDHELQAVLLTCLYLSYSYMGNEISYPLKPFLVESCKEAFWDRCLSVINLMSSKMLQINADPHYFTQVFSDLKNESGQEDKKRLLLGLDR
PKA-R2B act = activates the human PKA-R2B holoenzyme complex | P22694+P31323 | PKA-R2B holoenzyme dissociation, Cy5-IP20 fluorescence polarization; R2B truncated from residue 108, S112A mutant; 0% DMSO only, 100% 113 µM cGMP | activation, % at 11.4 µM | actives 0.079% (n = 340,000) | AID 504700;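 active = activation above a cutoff set at the mean over all compounds plus 3 SD, cut at about 18% in these data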;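 note: higher means more holoenzyme dissociation and a rise in polarization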
Target sequence (P31323 whole entry, looked up, other chains not shown, the tested form may be a part): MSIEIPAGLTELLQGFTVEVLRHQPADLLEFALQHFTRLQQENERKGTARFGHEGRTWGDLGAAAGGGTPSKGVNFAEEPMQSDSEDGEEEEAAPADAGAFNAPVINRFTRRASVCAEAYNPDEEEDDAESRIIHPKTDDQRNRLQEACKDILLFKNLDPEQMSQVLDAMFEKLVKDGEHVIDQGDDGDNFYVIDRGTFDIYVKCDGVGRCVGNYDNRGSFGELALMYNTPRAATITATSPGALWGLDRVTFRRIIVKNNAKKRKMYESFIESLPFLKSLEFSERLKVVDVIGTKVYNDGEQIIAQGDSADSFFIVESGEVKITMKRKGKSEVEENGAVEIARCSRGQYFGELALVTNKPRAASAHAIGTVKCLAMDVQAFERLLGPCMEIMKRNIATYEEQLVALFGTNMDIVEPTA
SUMO Mot1 rescue = inhibitors of SUMOylation pathway: yeast Mot1-301 growth rescue; growth rescue, % at 18.8 µM; actives 1% (n = 320,000); AID 2716; S. cerevisiae Mot1-301 growth rescue, ATP luminescence, 38.5C; percent above DMSO median, 100 means doubled;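 active = every valid replicate shows activation above 250% relative to neutral control wells; inactive = the rest, any valid replicate at or below 250%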;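 note: OY570 slx delta 5 strain wells were the positive control but not used for scaling; some compounds called inactive have numbers as strong as hits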
Ecoli viability = bacterial growth inhibition, counter-screen for AddAB inhibitors; E. coli V3065 growth, OD600 absorbance, 18 h; inhibition, % at 11.9 µM; actives 0.27% (n = 330,000); AID 449728;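 active = inhibition above the campaign's mean inhibition across all tested compounds plus 3 SD, cut at about 9.9% in these data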;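 note: uninfected addAB+ strain grown without phage in ampicillin broth; 0% = DMSO wells and 100% = ciprofloxacin 0.95 µg/ml wells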
phage Ecoli inh = E. coli growth loss with phage present. actives 0.26% (n = 360,000). growth absorbance. inhibition, % at 11.9 µM; in the data active = inhibition above about 11%
HTR5A ag ctr = activates human HTR5A in OPRM1-OPRD1 agonist counter-screen; HTR5A agonist assay, luminescence, cell-based; activation, % at 9.3 µM; actives 0.61% (n = 340,000); in the data active = activation mostly above about 9.5%, no sharp cut-off; inactive = mostly below about 7.6%;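 note: 0% = cells with vehicle only and 100% = reference agonist; strong numbers were not always called active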
DAGLB inhibitor = blocks human DAGLB lipase activity; HEK293T DAGLB membrane lysate, EnzChek fluorogenic substrate; inhibition, % at 5.17 µM; actives 0.059% (n = 340,000); AID 504411; in the data active = inhibition above about 34%;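 note: 0% = enzyme with vehicle and 100% = wells lacking enzyme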
The depositor's hits bear a star; x = no result given.

SMILES	AddAB inh	PKA-R1A act	Tat transport	HTR5A inv ctr	CDK5 p35 inh	PKA-R2B act	SUMO Mot1 rescue	Ecoli viability	phage Ecoli inh	HTR5A ag ctr	DAGLB inhibitor
Cc1ccc2cc(CN(C)C(=O)C3CCCO3)c(=O)[nH]c2c1 (stereo not drawn)	1.7	2	-4	4	0.2	0	17	-0.7	0.6	-2	-1
O=C(Nc1ccc2nc(-c3ccccc3)oc2c1)c1ccco1	-1.1	-10	10	-15	-2.9	1	10	1.3	2.0	1	-5
O=C(COC(=O)c1cc(S(=O)(=O)N2CCOCC2)ccc1Cl)NC1CC1	2.0	-8	-11	-11	0.6	-8	5	-0.9	-2.5	2	-2
CCc1ccc2[nH]c(=O)c(CN(CCCN3CCOCC3)C(=O)Nc3cccc(Cl)c3)cc2c1	-1.3	-1	11	8	-1.6	-1	-2	-2.7	1.5	-3	1
Cc1cc(N2C(=O)C(O)=C(C(=O)c3ccco3)C2c2ccc(O)cc2)no1 (stereo not drawn)	-0.5	-9	2	-11	-0.3	-5	2	1.2	1.6	-4	-1
O=C1NC(Cc2c[nH]c3ccccc23)C(=O)N1Cc1ccccc1 (stereo not drawn)	-1.8	9	-6	-5	0.2	6	9	-0.5	1.6	-1	-3
COCCN1C(=O)Cc2c1nc(N)c1c(N)nc(N3CCN(c4ccc(F)cc4)CC3)c(C#N)c21	-1.9	-3	4	-8	2.5	0	73	-3.0	3.1	-1	12
Cc1ccccc1S(=O)(=O)Cc1ccc(C(=O)NC2CCCCCC2)o1	3.6	-1	7	-38	-0.9	-2	18	2.0	1.9	4	-3
CCN(C(=O)COC(=O)C1COc2ccccc2O1)c1c(N)n(Cc2ccccc2)c(=O)[nH]c1=O (stereo not drawn)	x	10	3	-4	-1.4	0	x	x	2.2	-2	0
O=C(NNC(=S)NCc1ccccc1)c1ccc(Br)cc1	2.5	-1	0	7	-0.6	3	-9	1.7	3.0	-2	-5
CC(C)(C)C(=O)CSc1ccc(S(=O)(=O)N2CCN(Cc3ccccc3)CC2)cn1	1.3	-10	13	12	-0.2	-1	-19	-1.1	1.7	-5	-11
Cc1ccc(NN=Nc2nc3c([nH]2)c(=O)n(C)c(=O)n3C)cc1	2.2	-10	4	4	-2.1	5	144	1.4	4.5	3	1
Cn1c(C23CC4CC(CC(C4)C2)C3)n[nH]c1=S	3.6	-2	0	-7	-1.3	-3	-6	-1.6	1.2	3	-1
O=C(c1ccc(CNS(=O)(=O)c2ccccc2)cc1)N1CCN(c2ccccn2)CC1	1.4	-15	1	5	0.3	4	3	1.1	1.2	4	1
COc1ccc(C(=O)OCC(=O)NC(=O)NC(C)C)cc1OC	1.1	-4	7	-13	0.6	-7	508	-2.9	3.5	4	3
COc1cccc(-c2ncc3ccccc3c2COC(=O)c2ccc(F)cc2)c1	-1.3	-2	10	6	1.4	-1	12	0.5	1.6	-2	-9
COC(=O)N(NC(=O)C(O)(c1ccccc1)c1ccccc1)c1ccccc1	3.7	8	-2	4	-0.7	4	59	0.5	2.5	-1	3
CCn1c(-c2csc(-c3ccccc3)n2)n[nH]c1=S	-0.5	0	10	-1	0.5	2	-15	0.0	1.4	-2	6
COC(=O)CC1C(=O)NCCN1C(=O)c1sc2ccccc2c1Cl (stereo not drawn)	0.7	-10	-5	9	1.0	-1	9	0.5	0.5	-3	1
O=C(O)c1ccc(Cl)c(NC(=S)NC(=O)c2cccc(COc3ccccc3)c2)c1	2.8	2	-6	21	-2.8	-5	-20	1.6	3.1	-6	3
Cc1ccc(S(=O)(=O)N2CCN(C3CCN(Cc4ccccc4)CC3)CC2)cc1	-1.3	9	4	8	-3.5	-3	x	-1.9	0.0	4	3
CSCc1ccc(C(=O)NC(C)c2ccc(-n3ccnc3)cc2)cc1 (stereo not drawn)	x	-11	3	0	0.1	4	-3	x	1.1	-2	-1
COC(=O)N/N=C/c1c(C)nn(-c2cccc(Cl)c2)c1Cl	-0.8	-8	3	7	-2.6	-10	x	0.2	2.3	-3	0
O=C1CCCN2N=C(SCC(=O)Nc3ccc(OC(F)(F)F)cc3)SC2=N1	4.0	0	-3	11	-0.3	0	-13	1.2	7.0	2	-6
Cc1ccc(Cl)cc1N1CCN(C(=O)c2ccc(NS(=O)(=O)c3c(C)noc3C)cc2)CC1	0.8	5	3	-17	-0.4	-5	-26	1.2	3.2	-1	5
Next part.
SMILES	AddAB inh	PKA-R1A act	Tat transport	HTR5A inv ctr	CDK5 p35 inh	PKA-R2B act	SUMO Mot1 rescue	Ecoli viability	phage Ecoli inh	HTR5A ag ctr	DAGLB inhibitor
O=C(CN1CCCc2ccccc21)NCCc1ccc(Cl)cc1	-1.4	-6	8	40	-0.1	-4	12	0.8	-1.2	5	-1
CSc1ccc(/C=C2\CCn3c2nc2cc(C(=O)O)ccc2c3=O)cc1	-0.6	3	0	4	-0.3	-1	-15	2.2	-1.4	-1	0
COc1ccc(C(=O)COC(=O)c2ccccc2O)c(OC)c1	-1.8	7	4	20	-0.7	9	-2	-3.9	1.5	-8	-9
Cc1scc(C(=O)Nn2cnnc2)c1-c1ccccc1	1.5	-1	-1	1	0.2	2	-22	2.1	x	0	6
COc1cc(C2C(C(=O)c3ccc(C)o3)=C(O)C(=O)N2c2cc(C)on2)cc(Br)c1O (stereo not drawn)	1.3	4	0	7	-0.3	7	7	4.9	-0.1	-9	3
Cc1ccc(-c2csc(NC(=O)CSc3nc(C)cs3)n2)cc1	4.1	-6	6	-13	0.1	-8	541*	2.5	4.5	5	-20
CCOC(=O)c1c(NC(=S)Nc2ccccc2)sc(C)c1C	1.1	1	1	-33	-1.3	-9	-8	1.7	4.9	3	-3
O=C(CCn1c(=O)[nH]c2ccsc2c1=O)N1CCN(Cc2ccc3c(c2)OCO3)CC1	1.6	-2	6	-13	0.8	-6	0	-0.3	1.1	5	2
Cc1ccc(C(=O)C(C)OC(=O)C2=COCCO2)cc1C (stereo not drawn)	-1.0	-13	1	-41	-3.1	-6	83	-0.2	0.1	-1	0
COc1cccc(OCC(=O)N2CCC3(CC2)CC(=O)c2ccccc2O3)c1	-1.2	10	-2	6	0.2	8	5	-0.7	1.0	-2	0
O=C(CCCSc1nc2ccccc2s1)NCc1ccco1	1.4	9	-1	-10	0.0	2	-8	-0.4	-1.6	3	-3
CC[C@H](C)NC(=O)c1ccc(Cn2c(=S)[nH]c3c([nH]c4ccc(OC)cc43)c2=O)cc1	3.5	-4	-7	-10	-0.7	-4	-2	0.0	3.1	2	4
O=C(Nc1ccc2[nH]c3c(c2c1)CCCC3)c1ccco1	1.4	-1	3	-16	2.5	4	7	1.5	1.1	6	5
OC(CC#CCN1CCCCC1)(c1ccccc1)c1ccccc1	1.9	-18	11	-2	-6.9	-5	11	-0.5	-0.9	-2	0
C=CCn1c(CNC(=O)c2ccco2)nnc1SCC(=O)c1ccccc1	-1.4	-1	0	2	2.0	-11	31	-0.9	1.7	-1	-1
Cc1ccc(-c2nc(=S)c3c(n2Cc2cccnc2)CC(C)(C)OC3)cc1	5.1	3	7	-16	-1.1	2	-14	2.6	-0.2	-1	0
Cc1ccccc1NC(=O)Cn1nc(C(=O)O)c2ccccc2c1=O	3.2	-2	3	-12	-1.6	-4	0	-1.6	1.1	4	5
Cn1cc(-c2nnnn2-c2ccccc2)c(=O)c2ccccc21	4.0	-5	4	-13	-1.1	-2	2	0.1	1.4	-2	2
O=C(COC(=O)CNC(=O)c1ccccc1)Nc1ccccc1Cl	5.0	1	2	-9	1.6	4	230	1.1	3.8	3	-1
C=CCn1c(SCC(=O)OCC)nc(C(F)(F)F)cc1=O	2.5	-6	6	-3	-1.7	-4	-3	-0.1	4.5	1	-1
CC(=O)OC1[C@H](Oc2c(O)c(C)c3c4c2[C@@H](C)CC[C@@H]4[C@@H](C)C[C@@H]3C=C(C)C)OC[C@@H](O)[C@@H]1O (stereo partly drawn)	-1.1	0	17	13	-0.6	-18	92	-1.4	-1.1	-1	-1
COc1ccc(C(C(=O)NC(C)(C)C)N(Cc2ccco2)C(=O)CCC(=O)Nc2cc(C)on2)cc1 (stereo not drawn)	4.6	1	-1	15	0.3	-11	55	-0.4	1.4	-1	1
CSc1ccccc1C(=O)C1CCCN(Cc2c(C)n(C)n(-c3ccccc3)c2=O)C1 (stereo not drawn)	1.9	3	1	-8	2.2	-4	12	0.0	1.6	3	1
CC(C(=O)NCCN1C(=O)S/C(=C\c2cccnc2)C1=O)N1C(=O)c2ccccc2C1=O (stereo not drawn)	1.0	1	0	-7	2.9	0	80	-1.2	5.9	2	0
O=C(NCc1ccccn1)c1cccc([N+](=O)[O-])c1	-1.9	3	0	7	1.4	-6	-16	-2.0	4.1	2	-2
Next part:
SMILES	AddAB inh	PKA-R1A act	Tat transport	HTR5A inv ctr	CDK5 p35 inh	PKA-R2B act	SUMO Mot1 rescue	Ecoli viability	phage Ecoli inh	HTR5A ag ctr	DAGLB inhibitor
Nc1ccccc1/C=C/c1ccccc1N	x	-9	-12	-1	-0.2	-5	x	x	4.6	0	-1
Oc1ccc(CN2CCc3ccccc3C2)c2cccnc12	5.2	1	4	-17	-0.8	5	-15	4.9	7.8	7	8
CCc1cc2cc(C)cc(C)c2nc1SCC(=O)Nc1cc(C)on1	1.8	-1	-2	-7	-1.2	2	-5	0.6	3.7	3	0
Cc1sc2ncnc(SCC(=O)N3CCCC3)c2c1C	-1.4	-11	6	-2	1.8	-3	-5	-0.9	1.4	0	1
Cc1c(NC(=O)Nc2ccc(C(C)C)cc2)c(=O)n(-c2ccccc2)n1C	-1.4	6	5	-24	-3.2	-2	0	-1.6	1.6	4	-2
Cc1ccc(NC(=O)CSc2ccccc2)cc1S(=O)(=O)N1CCOCC1	x	5	-1	8	0.2	-1	x	x	-1.3	-3	1
COc1ccc(/C=C/C(=O)N2CCN(c3ccccn3)CC2)c2ccccc12	2.6	2	15	7	-1.4	1	-12	-0.8	-1.2	-3	0
COC(=O)c1c(NC(=O)CN2C(=O)C(=O)N(C(C)C)C2=O)sc(C)c1C	0.8	-7	5	11	-0.1	-11	3	0.5	4.8	-8	-1
Cn1nc(C(=O)NC2CCCCC2)c2ccccc2c1=O	-1.0	9	1	-23	2.3	-9	8	-0.5	3.4	9	-2
CCOC(=O)N1CCc2c(sc(NC(C)=O)c2C(N)=O)C1	-1.6	-16	-3	-6	1.2	-5	-1	-0.9	0.8	2	2
CC1CCCCN1CCCNC(=O)c1c(O)nc2ccccn2c1=O (stereo not drawn)	3.8	-1	1	4	0.9	-10	15	-0.8	2.2	1	0
O=C(O)COc1ccc2c(c1)O/C(=C\c1ccco1)C2=O	0.1	-7	-4	3	-0.1	6	-10	0.6	1.1	-1	-3

Quoted at random: three compounds from above
SMILES	AddAB inh	PKA-R1A act	Tat transport	HTR5A inv ctr	CDK5 p35 inh	PKA-R2B act	SUMO Mot1 rescue	Ecoli viability	phage Ecoli inh	HTR5A ag ctr	DAGLB inhibitor
Cc1ccc(NC(=O)CSc2ccccc2)cc1S(=O)(=O)N1CCOCC1	x	5	-1	8	0.2	-1	x	x	-1.3	-3	1
Cc1sc2ncnc(SCC(=O)N3CCCC3)c2c1C	-1.4	-11	6	-2	1.8	-3	-5	-0.9	1.4	0	1
O=C(O)COc1ccc2c(c1)O/C(=C\c1ccco1)C2=O	0.1	-7	-4	3	-0.1	6	-10	0.6	1.1	-1	-3
